Bioassay records from PubChem.
CCR6 antagonist: blocks CCL20-driven beta-arrestin recruitment at human CCR6 | P51684 | inhibition, % at 20 µM | AID 493098 | 340,000 compounds, 0.49% hits | CHO-K1 CCR6 PathHunter beta-arrestin, luminescence, CCL20-stimulated;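 active means compounds whose inhibition of the agonist-driven luminescence signal at 20 µM reaches about 50%, limit read from the data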;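 further: cells stimulated with CCL20 at 14 nM final; plate controls were DMSO with CCL20 for no effect and DMSO without agonist for full effect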
APJ agonist: activates the human apelin receptor APJ; 330,000 compounds, 0.11% hits; activation, % at 20 µM; CHO-K1 APJ PathHunter beta-arrestin, luminescence; 0% DMSO wells, 100% apelin;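 active means activation more than six SD over the plate average, tested at 20 µM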;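 further: 0% = DMSO alone and 100% = apelin-13 at 10 nM; some results filed as inactive read as strong as hits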
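Test system: CHO-K1 APJ beta-arrestin complementation cell line | Compound: Single test compound dose, 20 µM final, 1% DMSO | Incubation: Compound 90 min 25 °C, reagent 1 h | Measured by: beta-gal luminescence | Read-out basis: APJ–arrestin association signal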
CXCR6 block: CXCR6 (human) receptor inhibition | 360,000 compounds, 0.36% hits | O00574 | inhibition, % at 20 µM | CHO-K1 PathHunter CXCR6 beta-arrestin, luminescence; in the data active means inhibition above about 34%, passing the limit was not always enough;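 further: antagonist mode with CXCL16 agonist at 10 nM final; 0% = 10 nM CXCL16 with DMSO and 100% = unstimulated wells without agonist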
UBC13 polyUb: inhibitors of human UBC13 polyubiquitin chain formation; P61088; TR-FRET; inhibition, % at 20 µM; 330,000 compounds, 0.47% hits; AID 485273; in the data active means inhibition above about 45%, passing the limit was not always enough
Target sequence (P61088 whole entry, looked up): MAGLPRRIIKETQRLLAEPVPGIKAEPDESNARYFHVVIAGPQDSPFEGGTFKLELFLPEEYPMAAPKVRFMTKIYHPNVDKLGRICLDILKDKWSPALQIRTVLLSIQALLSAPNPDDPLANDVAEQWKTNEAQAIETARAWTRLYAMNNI
EBI2 block: antagonists of human EBI2 receptor | 360,000 compounds, 0.81% hits | inhibition, % at 5 µM | EBI2 beta-arrestin recruitment, luminescence, 7a,25-OHC stimulated | P32249; in the data active means inhibition above about 38%;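 further: enzyme fragment complementation signal reports receptor beta-arrestin coupling in cells; 0% = agonist plus DMSO wells and 100% = wells without agonist; some results beyond the cut were filed as inactive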
Target sequence (P32249 whole entry, looked up, the tested form may be a part): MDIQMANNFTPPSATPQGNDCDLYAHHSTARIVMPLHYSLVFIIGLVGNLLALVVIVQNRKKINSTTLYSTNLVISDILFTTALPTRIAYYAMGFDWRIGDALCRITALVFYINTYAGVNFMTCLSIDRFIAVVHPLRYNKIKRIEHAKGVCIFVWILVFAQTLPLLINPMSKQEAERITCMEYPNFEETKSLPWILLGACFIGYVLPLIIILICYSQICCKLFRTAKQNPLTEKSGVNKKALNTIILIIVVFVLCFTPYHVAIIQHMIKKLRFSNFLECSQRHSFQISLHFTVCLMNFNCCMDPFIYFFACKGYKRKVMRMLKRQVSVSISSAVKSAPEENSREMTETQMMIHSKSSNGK
ATG4B inh: inhibitors of human ATG4B cysteine protease. inhibition, % at 8.33 µM. Q9Y4P1. ATG4B cleavage of LC3-PLA2, NBD-HPC fluorescence, 1 h. 340,000 compounds, 0.51% hits; in the data active means inhibition above about 40%
Target sequence (Q9Y4P1 whole entry, looked up): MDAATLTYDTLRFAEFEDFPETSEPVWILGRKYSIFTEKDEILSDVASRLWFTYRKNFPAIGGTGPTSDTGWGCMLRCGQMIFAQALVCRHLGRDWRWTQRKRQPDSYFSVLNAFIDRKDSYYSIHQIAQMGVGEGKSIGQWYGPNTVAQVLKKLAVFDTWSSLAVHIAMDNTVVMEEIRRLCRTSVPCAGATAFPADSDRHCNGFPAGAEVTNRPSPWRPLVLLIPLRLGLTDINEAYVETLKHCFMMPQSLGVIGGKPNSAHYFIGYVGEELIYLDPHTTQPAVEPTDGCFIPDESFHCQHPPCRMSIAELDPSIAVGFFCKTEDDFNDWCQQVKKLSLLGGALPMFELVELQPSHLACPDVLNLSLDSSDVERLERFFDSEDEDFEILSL
APJ antag: antagonists of human APJ apelin receptor; P35414; CHO-K1 APJ beta-arrestin complementation, luminescence; inhibition, % at 20 µM; 330,000 compounds, 0.32% hits; AID 2521;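 active means inhibition above about 40% at 20 µM, limit read from the data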;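 further: cells challenged with 10 nM apelin-13 agonist together with compound; plate controls were apelin-13 plus DMSO wells for no effect and DMSO wells lacking apelin-13 for full effect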
Gli-Sufu block: blocks Gli-Sufu signaling in a luciferase reporter. inhibition, % at 5 µM. Sufu-KO-LIGHT fibroblasts, Gli luciferase reporter luminescence. 340,000 compounds, 0.74% hits;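 active means inhibition above about 55%, limit read from the data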;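 further: 0% = DMSO-treated cells and 100% = wells with medium but no cells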
Starred values were filed as active, the others as inactive; . = no result given. No enrichment for hits. About 3% of those tested had a hit in this group.

SMILES	CCR6 antagonist	APJ agonist	CXCR6 block	UBC13 polyUb	EBI2 block	ATG4B inh	APJ antag	Gli-Sufu block
Cc1cccc(-n2ccc(=O)c(C(=O)Nc3ccc(S(=O)(=O)Nc4nccs4)cc3)n2)c1	23.8	-4.9	0.4	0.8	3.5	-2.7	9.2	-3.5
O=C(CN1C(=O)/C(=C\c2cccs2)SC1=S)Nc1cccc(C(=O)O)c1	18.3	-2.6	7.9	-18.0	11.8	-2.5	8.8	3.0
CCOc1ccc(NC(=O)CSc2nnc(Cn3cnc([N+](=O)[O-])n3)n2C)cc1	-0.9	3.1	0.1	-5.7	-2.1	-1.7	-22.2	5.7
O=C(CNC(=O)c1ccccc1)NCc1nc2ccccc2[nH]1	8.8	-0.9	-12.3	-0.4	8.1	-5.9	11.3	-3.9
O=C1C2=C(c3ccccc31)[N+](=O)[C@@H]1CCCC[C@@H]1N2[O-]	-9.9	0.2	-2.0	-26.6	-3.1	-9.2	-15.3	0.3
OC(COC(c1ccc(F)cc1)c1ccc(F)cc1)CN1CCCC(C(F)(F)F)C1 (stereo unspecified)	1.1	-3.8	9.6	12.1	1.4	0.1	17.8	-2.4
O=C(OC(C(=O)NCC1CCCO1)c1ccc(F)cc1)c1cccs1 (stereo unspecified)	-1.7	-6.3	-5.7	8.0	-2.9	0.8	17.8	2.4
COCCn1nnnc1C(c1cc2cc(OC)ccc2[nH]c1=O)N1CCC(Cc2ccccc2)CC1 (stereo unspecified)	9.7	5.4	13.1	-1.6	1.9	-2.4	-5.7	-18.5
Cc1ccc(C(=O)NCCCc2ccccc2)s1	-1.1	-1.9	-9.7	8.2	-1.2	-0.6	-0.8	-81.3
COCCCN1C(=O)c2ccc(C(=O)O)cc2C1=O	-6.7	-1.2	10.1	3.7	-20.8	-4.1	23.9	-4.2
CCOC(=O)c1cccc(NC(=O)CCn2nc(C)c(S(=O)(=O)N3CCCCC3)c2C)c1	-4.7	2.0	-4.1	-14.8	4.5	-7.5	7.3	-20.6
COc1cnc(SCc2ccc(Cl)c(Cl)c2)nc1Cl	-0.5	-5.7	-20.4	1.9	-2.3	17.6	-8.5	5.8

Copied from the list.
Under APJ agonist, COc1cnc(SCc2ccc(Cl)c(Cl)c2)nc1Cl reads -5.7
Under CXCR6 block, COCCCN1C(=O)c2ccc(C(=O)O)cc2C1=O reads 10.1
Under CCR6 antagonist, Cc1cccc(-n2ccc(=O)c(C(=O)Nc3ccc(S(=O)(=O)Nc4nccs4)cc3)n2)c1 reads 23.8
Under Gli-Sufu block, O=C(CNC(=O)c1ccccc1)NCc1nc2ccccc2[nH]1 reads -3.9
Under CXCR6 block, O=C(OC(C(=O)NCC1CCCO1)c1ccc(F)cc1)c1cccs1 (stereo unspecified) reads -5.7

The results go on.
SMILES	CCR6 antagonist	APJ agonist	CXCR6 block	UBC13 polyUb	EBI2 block	ATG4B inh	APJ antag	Gli-Sufu block
CC(=O)NCCc1ccc(-c2csc(NC(=O)C3CC(=O)N(C4CCCC4)C3)n2)cc1 (stereo unspecified)	1.6	-0.1	-2.3	4.4	1.6	-5.7	12.0	0.9
CC(C(=O)NCC1CCCO1)c1ccc([N+](=O)[O-])cc1 (stereo unspecified)	13.2	0.2	-0.3	-2.1	9.1	-1.5	-0.5	22.3
COc1ccc(CCC(C)N2CCc3ccccc3C2)cc1 (stereo unspecified)	-3.3	-5.5	-9.0	0.1	-2.8	2.8	-15.8	41.3
CC(=O)c1nccs1	-7.2	-1.7	1.2	3.6	5.6	0.2	-9.4	21.1
COc1ccc(C(=O)O)cc1S(=O)(=O)N1CCN(c2ccccn2)CC1	23.8	1.6	-9.4	-1.9	-8.1	-7.4	5.0	3.6
O=C(CSc1ccccn1)Nc1ccc2c(c1)OCCO2	5.5	-5.2	-4.2	4.8	-1.9	3.8	-3.3	-31.6
NC(=O)/C(N=Nc1ccccc1)=N/Nc1ccccc1	5.2	5.3	-5.9	-110.2	-15.3	2.6	-31.5	0.2
COC(=O)c1cc(S(=O)(=O)N2CCOCC2)c(N2CCOCC2)cc1N1CCOCC1	-4.8	.	1.9	.	-2.0	-6.2	.	-1.5
CCN1CCN(CCCNC(=O)c2cc3cc4ccc(OC)cc4nc3o2)CC1	3.5	7.0	-15.3	2.9	8.1	-9.3	-3.8	8.1
O=C(Nc1ccc(O)c2c(=O)cc(-c3ccccc3Cl)oc12)c1cccc(Cl)c1	6.3	-7.0	13.3	-3.0	-29.2	6.0	20.1	-36.6
Cc1c(/C=N/Nc2ccc(C(=O)O)cc2)c2ccccc2n1C	-2.3	0.7	-12.2	9.5	6.5	-8.7	-18.8	-21.8
CNC(=S)Nc1ccc2nc(C)c(C)nc2c1	-12.7	4.6	-12.8	-22.4	-0.8	-4.9	-30.3	-0.7
CC(C)(C)NC(=O)Cn1c(SCC(N)=O)nc2ccccc21	-7.1	-4.8	-5.9	4.7	-1.8	-7.8	3.3	8.7
CCOC(=O)C1=CNS(=O)(=O)NC1c1ccc(C(F)(F)F)cc1 (stereo unspecified)	25.9	.	7.6	.	5.6	0.6	.	-3.5
CCOC(=O)N1CCC(Nc2c(NCCCN3CCN(C4CCCCC4)CC3)c(=O)c2=O)CC1	3.0	-2.4	-6.3	9.3	-4.8	-7.0	8.6	-4.2
CCOC(=O)C1(CCOc2ccccc2)CCN(Cc2ccc(OCCO)cc2)CC1	10.7	-4.6	4.5	0.7	-5.7	-1.3	-15.9	14.2
Cc1cc(C)nc(/N=C(\N)Nc2ccc(CC(=O)OC(C)C)cc2)n1	16.9	17.1	-4.3	10.4	-7.5	4.0	13.0	64.6*
CCc1c(C)c(C#N)c2nc3ccccc3n2c1N(C)C	8.8	0.0	1.4	1.5	6.6	-1.9	-9.9	-4.1
CCCc1nc(SCC(=O)N2CCC(C)CC2)c2c(=O)n(C)c(=O)n(C)c2n1	-3.1	4.8	-4.6	0.8	-11.4	28.7	-2.2	1.0
Cc1ccc(C(=O)NC(=S)NNS(=O)(=O)c2ccc(C)cc2)cc1	15.5	-0.6	9.5	-34.0	-12.7	1.7	-6.6	-2.6
CCOc1cccc(-c2nnc3sc(COc4ccc(C)cc4)nn23)c1	0.5	-1.6	12.6	3.8	-6.2	-4.5	1.7	-5.4
COc1ccc(C(=O)n2nc(-c3ccc(Cl)cc3)nc2N)cc1OC	8.3	-1.5	1.8	2.7	0.3	0.8	17.8	26.5
CC(C)c1ccc(S(=O)(=O)N2CCN(CC(=O)Nc3ccc(Cl)cc3F)CC2)cc1	-11.2	-2.8	-6.3	-10.7	12.9	-5.0	-55.1	6.1
O=C(CSc1nnc(NC(=O)c2ccccc2F)s1)Nc1ccccc1F	4.7	1.8	-1.2	-19.6	1.8	-2.9	-5.6	-5.2
CCN(c1ccccc1)S(=O)(=O)c1cc2c(cc1C)n(C)c(=O)c(=O)n2C	3.6	-2.5	2.9	-10.1	-7.3	-1.5	9.7	-1.9
N/C(=N\c1nc2ccccc2o1)NC(=O)c1ccccc1	8.3	-2.9	3.5	4.4	-2.4	-0.2	17.6	-31.9
CCOC(=O)N1CCN(C(=O)CNC(=O)c2ccc(Br)cc2)CC1	-4.5	0.0	-6.2	-2.3	-10.5	1.0	-9.8	1.8
CC(C)CN(C(=O)COC(=O)C12CC3CC(CC(C3)C1)C2)c1c(N)n(Cc2ccccc2)c(=O)[nH]c1=O	8.5	10.3	-5.3	-15.6	-6.0	-6.3	-0.1	31.1
Cc1ccc(S(=O)(=O)N(C)C)cc1NC(=O)COC(=O)c1n[nH]c(=O)c2ccccc12	4.8	-2.4	0.0	11.8	-5.8	-0.5	8.2	3.8
C=CCn1c(SCc2nc3ccccc3[nH]2)nnc1-c1ccc(OC)cc1	1.2	-3.1	0.8	9.3	5.6	-2.3	9.2	2.4
CNc1cnn(-c2ccc(C)cc2)c(=O)c1Sc1ccc(C)cc1	7.5	-4.4	1.8	-3.6	3.8	5.8	-9.7	23.3
COCCn1c(CCC(=O)O)ccc1-c1cccs1	3.6	-0.3	-5.5	4.3	-0.6	-4.1	7.8	-7.6
CCOC(=O)N1CCN(C(=O)COC(=O)CN(C)S(=O)(=O)c2ccc(NC(C)=O)cc2)CC1	4.6	2.5	0.3	1.2	-8.6	-1.5	11.8	-7.7
O=C(Nc1ccc(Cl)cc1)c1cc2c(cc1O)[nH]c1ccccc12	-18.9	3.1	-6.2	14.0	-8.5	17.9	3.1	2.9
O=c1c2sc3nc(N4CCOCC4)c4c(c3c2ncn1CCc1ccccc1)CCCC4	7.7	-3.9	4.5	34.2	36.2	-5.5	-5.3	33.4
Cc1c(Cl)cccc1NCC(=O)Nc1ccc(Cl)cc1F	15.9	4.3	-4.4	4.0	-5.8	4.9	-1.2	-8.1
CCC(=O)N1CCc2cc(Br)c(S(=O)(=O)NCCN3CCCCC3CC)cc21 (stereo unspecified)	12.9	.	-2.3	.	-8.4	-2.7	.	-20.7
Cc1ccc(NC(=O)NNC(=O)C2CCN(Cc3ccc(F)cc3Cl)CC2)cc1	10.3	-4.1	1.0	2.5	0.0	-1.5	10.2	2.7
CCOC(=O)C(CC)n1cnc2c(nnn2-c2ccc(C)cc2)c1=O (stereo unspecified)	-9.6	-4.9	-3.7	-13.4	-8.3	17.9	34.4	1.7
CC(C)c1nnc(SCc2ccc(CSc3nnc(C(C)C)n3N)cc2)n1N	0.7	-1.6	0.9	-3.9	5.6	14.7	3.8	2.5
CCS(=O)(=O)c1nc(S(=O)(=O)c2ccc(C)cc2)c(NCCCN2CCCC2=O)s1	7.3	-3.3	2.8	-5.6	-7.3	5.3	2.6	3.8
CCc1ccccc1-n1c(SCC(=O)c2c(N)n(C3CC3)c(=O)[nH]c2=O)nnc1N1CCOCC1	2.5	-1.6	0.9	0.0	-16.9	-6.3	-8.9	-5.1
COc1cccc(C(=O)Oc2cc(N)n(S(=O)(=O)c3ccc(C)cc3)n2)c1OC	-17.7	6.7	-1.3	-6.4	-13.5	4.6	-2.0	9.7
Cc1nnc(NC(=O)c2ccc3c(c2)NC(=O)CS3)s1	-16.1	-1.0	-0.2	-9.7	-8.7	1.7	7.9	8.2
CC(C)Oc1ccc(CCC(=O)NNC(=O)c2ccccc2C(=O)O)cc1	-2.2	-0.3	1.8	-3.3	-14.9	-1.8	-9.7	-9.9
Cc1sc(NC(=O)C2=COCCO2)c(C(N)=O)c1C	11.0	7.7	-10.5	-4.9	-1.7	1.3	-5.4	-27.8
Cc1ccc(O)c(Nc2c3ccccc3nc3ccccc23)c1	23.0	-1.5	6.5	-53.5	1.2	7.8	18.7	2.6
COCCn1c(SCC(=O)c2c(N)n(C3CC3)c(=O)[nH]c2=O)nnc1-c1cccc(C)c1	2.3	0.0	3.1	-4.1	-5.8	5.5	8.7	0.5
CN1CCN(S(=O)(=O)c2cccc(C(=O)Nc3ccccc3N3CCCCC3)c2)CC1	7.4	-2.4	-1.4	7.5	2.6	-4.9	-39.9	11.4
CCC(C(=O)Nc1cc(OC)c(NC(=O)c2ccccc2)cc1OC)c1ccccc1 (stereo unspecified)	4.5	4.1	-6.1	-6.7	1.3	4.0	-10.6	9.1
Cc1cccnc1CCNC(=O)CCc1nnc(CCc2ccccc2)o1	7.2	-4.7	6.1	4.0	10.2	-5.8	-8.1	-8.5
COc1ccccc1CC1S/C(=N/N=C/c2ccco2)NC1=O (stereo unspecified)	0.2	-3.0	-5.7	-5.0	-1.9	-3.2	2.6	-6.1
O=C(CNC(=O)c1ccco1)NCC(=O)OCc1c(F)cccc1Cl	-13.9	-1.8	-7.5	3.5	2.3	2.2	-9.1	-0.9
CCCc1cc(=O)oc2cc(C)cc(OC(C)C(=O)NCc3ccncc3)c12 (stereo unspecified)	1.9	1.4	2.9	9.0	-0.6	-1.3	7.1	2.2

An excerpt of the results above:
SMILES	CCR6 antagonist	APJ agonist	CXCR6 block	UBC13 polyUb	EBI2 block	ATG4B inh	APJ antag	Gli-Sufu block
O=C(CNC(=O)c1ccco1)NCC(=O)OCc1c(F)cccc1Cl	-13.9	-1.8	-7.5	3.5	2.3	2.2	-9.1	-0.9
CCCc1cc(=O)oc2cc(C)cc(OC(C)C(=O)NCc3ccncc3)c12 (stereo unspecified)	1.9	1.4	2.9	9.0	-0.6	-1.3	7.1	2.2
